# Ecoli tolC – growth inhibitors of E. coli BW25113 tolC mutant; OD615; growth inhibition, % at 10 µM (by protocol); 2.2% of 65,000 active; AID 573;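 active means growth inhibition at or above a cutoff equal to the mean over every tested compound plus 3 SD, cut at about 60% in these data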;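 further: growth measured after 20 h incubation at 37 °C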
#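 Test system – E. coli BW25113 ΔtolC::kan, tolC deletion mutant strain · Detection – OD at 615 nm · Buffer or medium – LB with kanamycin 50 µg/mL · Times – 20 h compound exposure of bacteria at 37 °C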
# HTR1E agonist – 5-HT1E (human) receptor agonism | P28566 | CHO 5-HT1E Ga15 NFAT-bla reporter, FRET; 0% DMSO wells, 100% control agonist wells | activation, % at 6 µM | 0.69% of 65,000 active | AID 574;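 active means activation above a set limit, the screen-wide mean activation plus 3 SD, cut at about 8.5% in these data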;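 further: 100% = positive control agonist at 1 µM giving full maximal response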
# NADH coupling – inhibitors of enzymes used to reach an NAD/NADH endpoint | 0.02% of 65,000 active | IC50, µM (top dose mostly 10 µM), without a hit: at the top dose inhibition | AID 774 | coupled PK/LDH NADH assays, four targets;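 active means single-dose screening hits from any of four coupled enzyme assays that gave an IC50 when retested across doses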;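 further: the DPM-DC format reads NADH fluorescence rather than 340 nm absorbance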
# 5HT1E antag – blocks the human 5-HT1E serotonin receptor; CHO 5-HT1E Ga15 NFAT-bla reporter, FRET, antagonist; AID 571; inhibition, % at 6 µM; 0.99% of 65,000 active; P28566;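 active means inhibition above a set limit, the mean inhibition across every tested compound plus 3 SD, cut at about 29% in these data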;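 further: signal is the 460 over 535 nm emission ratio of beta-lactamase substrate; 0% = agonist plus DMSO wells and 100% = wells without agonist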
# SF1 activator – activators of human nuclear receptor SF-1; 1.9% of 65,000 active; CHO-K1 Gal4-SF-1 LBD luciferase reporter; % increase over DMSO SF-1-specific signal; AID 522; activation, % at 10 µM;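 active means activation above the mean activation of all tested compounds plus 3 SD, cut at about 50% in these data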
#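 Test system: transient Gal4-SF-1 LBD reporter, CHO-K1; Amount: 4,000 CHO-K1 cells per well; Doses: 10 µM only; Timing: compound exposure 20 h at 37 °C; Signal: luciferase light emission; Read-out basis: percent activation relative to DMSO median and mock-transfected background; Control set: DMSO negative control and −SF1 background wells; Replicates: one test per compound.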
# 5HT1a ag – activates the human 5-HT1a serotonin receptor; P08908; CHO 5-HT1a Ga15 NFAT-bla reporter, FRET ratio; 0% basal, 100% maximal reference agonist; activation, % at 10 µM; 0.56% of 65,000 active;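 active means activation above the screen-wide mean activation plus 3 SD, cut at about 19% in these data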;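 further: 0% = DMSO wells and 100% = 5-CT at EC100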
# Target sequence (P08908 whole entry, looked up): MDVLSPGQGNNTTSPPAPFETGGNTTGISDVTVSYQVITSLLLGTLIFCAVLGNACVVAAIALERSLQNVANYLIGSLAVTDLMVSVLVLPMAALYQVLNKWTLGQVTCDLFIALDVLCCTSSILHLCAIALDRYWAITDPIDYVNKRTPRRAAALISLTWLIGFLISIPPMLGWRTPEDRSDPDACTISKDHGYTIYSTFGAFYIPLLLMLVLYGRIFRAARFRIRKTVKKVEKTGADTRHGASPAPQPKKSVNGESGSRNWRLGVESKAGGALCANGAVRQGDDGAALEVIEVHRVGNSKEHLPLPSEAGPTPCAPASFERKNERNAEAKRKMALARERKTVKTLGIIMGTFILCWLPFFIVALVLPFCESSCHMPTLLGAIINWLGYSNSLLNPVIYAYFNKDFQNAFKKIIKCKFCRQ
# 5HT1a antag – blocks the human serotonin 5-HT1a receptor. CHO 5-HT1a Ga15 NFAT-bla reporter, antagonist mode. inhibition, % at 10 µM. 0.68% of 62,000 active;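 active means inhibition above the mean of all tested compounds plus 3 SD, cut at about 43% in these data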;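 further: receptor stimulated by 5-CT agonist at 100 nM near EC80; beta-lactamase reporter measured by ratiometric fluorescence of a cleavable substrate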
# MMP13 inh – MMP13 (human) collagenase inhibition | MMP-13 fTHP FRET cleavage, Mca fluorescence | inhibition, % at 4 µM | 0.07% of 65,000 active;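 active means inhibition above the mean of compound-free control plate wells plus 3 SD, cut at about 14% in these data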;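 further: 0% = DMSO wells and 100% = wells with reference MMP-13 inhibitor after basal subtraction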
# RORA act – RORA (human) activation | activation, % at 10 µM | 1.5% of 65,000 active | P35398 | CHO-K1 Gal4-RORA LBD luciferase reporter, luminescence; percent increase over mock-subtracted basal signal | AID 560;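 active means activation above the mean of all tested compounds plus 3 SD, cut at about 49% in these data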;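 further: 0% = DMSO-treated RORA cells and 100% = added signal equal to DMSO minus mock-transfected cells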
# Target sequence (P35398 whole entry, looked up, the tested form may be a part): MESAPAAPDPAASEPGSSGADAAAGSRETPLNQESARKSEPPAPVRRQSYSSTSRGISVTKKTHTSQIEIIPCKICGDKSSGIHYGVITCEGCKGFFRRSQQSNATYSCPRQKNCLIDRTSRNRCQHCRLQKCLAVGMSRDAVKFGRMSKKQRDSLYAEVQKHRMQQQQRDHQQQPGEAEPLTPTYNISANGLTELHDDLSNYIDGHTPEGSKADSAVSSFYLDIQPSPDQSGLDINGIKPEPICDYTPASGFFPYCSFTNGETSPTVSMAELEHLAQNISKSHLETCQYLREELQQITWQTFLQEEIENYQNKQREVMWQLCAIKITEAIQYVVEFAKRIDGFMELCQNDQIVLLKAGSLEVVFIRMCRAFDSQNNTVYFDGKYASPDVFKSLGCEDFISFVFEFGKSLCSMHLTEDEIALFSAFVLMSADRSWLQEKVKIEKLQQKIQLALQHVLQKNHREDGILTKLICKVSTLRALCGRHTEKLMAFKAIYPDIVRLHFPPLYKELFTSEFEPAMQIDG
# Numbers without * were called inactive; i = inactive; nt = not tested or not shown; [ ] = remark or other dose.
SMILES,Ecoli tolC,HTR1E agonist,NADH coupling,5HT1E antag,SF1 activator,5HT1a ag,5HT1a antag,MMP13 inh,RORA act
CC(=O)Nc1ccc(-c2nnn(CC(=O)c3ccccc3)n2)cc1Cl,-1,-0.6,2%,-3,-8,-2.6,10,2,11
CCOC(=O)C1CCN(C(=O)CN(C)S(=O)(=O)c2cc(C)ccc2OC)CC1,3,-0.6,6%,0,4,0.8,-5,3,-16
O=C(N1CCOCC1)C(F)(F)C(=O)N1CCOCC1,-15,-0.4,1%,-5,1,-2.6,7,0,-13
Cc1cc2ncn(CC(O)COC3CCCCC3)c2cc1C (centres undefined),22,1.1,2%,-12,-6,1.1,-11,2,10
Cc1ccc(C2CC(c3cccc(Br)c3)n3nc(N)nc3N2)cc1 (centres undefined),21,0.6,4%,-9,4,-0.3,7,0,3
COC(=O)C(NC(=O)c1ccccc1)c1ccccc1 (centres undefined),-5,-1.7,1%,4,3,0.0,0,-3,0
CC(=O)C1C(c2ccncc2)NC(=O)NC1(O)C(F)(F)F (centres undefined),-20,-0.1,4%,-1,5,-1.3,-1,-7,-4
COc1nc(NCCC2=CCCCC2)nc(OC)n1,11,0.1,13%,3,-10,51*,-14,0,10
CCC(NS(=O)(=O)c1ccc(C)cc1)C(=O)O (centres undefined),2,-1.2,9%,2,0,-1.5,0,6,-7
Cn1c(=O)oc2cc(S(=O)(=O)NCCC(=O)NCCc3ccc(Cl)cc3)ccc21,-1,0.9,2%,-16,10,-1.3,-4,0,-2
Nc1nnc(COc2cccc(C(F)(F)F)c2)s1,2,-1.3,2%,6,-7,-2.9,16,5,8
c1cn2c(NC3CCCC3)c(-c3ccc(N4CCOCC4)cc3)nc2cn1,-4,0.6,8%,7,24,0.9,-8,-17,15
O=C(NCc1ccco1)Nc1ccccc1Cl,-2,-0.3,3%,-6,6,-0.1,-2,4,3
Cc1nn(Cc2ccccc2)c(Cl)c1C(=O)OCc1nnc(-c2ccccc2)o1,26,-0.1,0%,1,-12,-1.4,5,4,-17
Cn1c(/C(C#N)=C/C2CC=CCC2)nc2ccccc21 (centres undefined),3,-0.1,9%,4,20,-0.2,0,0,-6
CCOC(=O)C1CCN(C(=O)CNS(=O)(=O)c2ccc(Br)s2)CC1,-11,1.4,9%,2,-16,-2.5,4,1,10
O=C(c1cnn2c(C(F)F)cc(-c3ccccc3)nc12)N1CCSCC1,-3,0.3,7%,-7,-20,0.5,-8,-2,-2
O=S(NC1CCCCC1)C12CC3CC(CC(C3)C1)C2 (centres undefined),43,-0.2,2%,-16,-14,2.2,-6,-3,34
Cc1cc(Nc2ccccc2)nc(-c2ccccc2O)n1,100*,-0.5,4%,13,25,-0.2,21,-3,32
COc1ccc(N2CCN(C(=O)c3ccc(NS(=O)(=O)c4ccc(F)cc4)cc3)CC2)cc1,12,-1.0,6%,-9,-5,-1.9,-13,7,-39
O=C(CN1C(=O)C2C3C=CC(C3)C2C1=O)Nc1nc(SCc2ccc(Cl)cc2)n[nH]1 (centres undefined),20,-0.2,3%,-3,-1,-0.3,6,-5,-7
Nc1nnc(N2CCc3ccccc32)s1,6,0.2,9%,5,-23,1.2,-5,-11,11
CCc1ccc2[nH]c(=O)c(CN(Cc3ccccc3OC)Cc3nnnn3Cc3ccco3)cc2c1,37,0.4,2%,-9,12,3.4,25,2,-3
CCCCC(=O)Nc1ccc(NC(=O)c2ccccc2OC)cn1,-6,-0.4,3%,-6,-4,-3.2,2,2,-13
COc1cc(NC(=O)CCn2c(=O)[nH]c3ccsc3c2=O)cc(OC)c1,-11,-0.3,4%,-6,-1,-3.4,6,2,-1

# 6 neighbouring records out of the list so far, for reference:
SMILES,Ecoli tolC,HTR1E agonist,NADH coupling,5HT1E antag,SF1 activator,5HT1a ag,5HT1a antag,MMP13 inh,RORA act
COc1ccc(N2CCN(C(=O)c3ccc(NS(=O)(=O)c4ccc(F)cc4)cc3)CC2)cc1,12,-1.0,6%,-9,-5,-1.9,-13,7,-39
O=C(CN1C(=O)C2C3C=CC(C3)C2C1=O)Nc1nc(SCc2ccc(Cl)cc2)n[nH]1 (centres undefined),20,-0.2,3%,-3,-1,-0.3,6,-5,-7
Nc1nnc(N2CCc3ccccc32)s1,6,0.2,9%,5,-23,1.2,-5,-11,11
CCc1ccc2[nH]c(=O)c(CN(Cc3ccccc3OC)Cc3nnnn3Cc3ccco3)cc2c1,37,0.4,2%,-9,12,3.4,25,2,-3
CCCCC(=O)Nc1ccc(NC(=O)c2ccccc2OC)cn1,-6,-0.4,3%,-6,-4,-3.2,2,2,-13
COc1cc(NC(=O)CCn2c(=O)[nH]c3ccsc3c2=O)cc(OC)c1,-11,-0.3,4%,-6,-1,-3.4,6,2,-1

# Continuation.
SMILES,Ecoli tolC,HTR1E agonist,NADH coupling,5HT1E antag,SF1 activator,5HT1a ag,5HT1a antag,MMP13 inh,RORA act
Cc1cc(=O)[nH]c(SCc2cc(=O)n3nc(C)sc3n2)n1,-7,2.4,7%,-12,9,-0.3,-3,2,9
Cc1ccc2c(c1)N(CC(=O)NC1CCCCC1C)C(=O)CO2 (centres undefined),-12,-0.3,5%,2,-12,-2.9,25,-2,2
CC1CCCC(NC(=O)CC2Nc3ccccc3NC2=O)C1C (centres undefined),-1,0.2,5%,5,-2,-0.6,-10,-15,-11
Cc1cc(/C=c2/sc3nc4ccccc4n3c2=O)c(C)n1-c1ccccn1,10,0.9,1%,-10,-85,8.5,nt,0,-87
O=C(NC1CCS(=O)(=O)C1)N1CCCCC1 (centres undefined),2,0.2,3%,-8,-3,-2.2,nt,2,-20
O=C(Nc1ccc(F)cc1)N1CCN(c2nc3ccccc3s2)CC1,31,12*,4%,-12,-25,1.3,-6,7,3
O=C(NCc1ccco1)c1cc2ccc(O)cc2oc1=O,17,38*,9%[fluoresces],-57,-1,189*,-237,i[fluorescence artefact?],19
COc1ccc(C(=O)c2cnc(C(C)C)n2C)cc1,8,0.3,2%,2,1,0.1,-1,4,7
COc1ccc(OC)c(-n2c(C)nc3cc(C(=O)O)ccc32)c1,-4,0.2,6%,0,9,-1.3,2,-4,-11
O=C(Nc1ccc(N2CCCCC2)cc1)c1ccc(F)cc1,4,0.0,2%,3,28,0.3,2,0,12
CCOC(=O)N1CCC(NC(=O)c2ccc(OC)c(CN3CC(=O)N4CCCC4C3=O)c2)CC1 (centres undefined),-9,-0.9,3%,-2,4,-3.0,9,2,-6
Cc1nc(-c2ccccc2)nc2[nH]c(C(C)C)cc(=O)c12,6,-0.4,3%,-1,-4,-1.6,-14,2,22
CC(c1ccccc1)C1C(C#N)=C(N)OC2=C1C(=O)CCC2 (centres undefined),5,0.2,3%,1,2,-0.7,-10,-4,19
Cc1cc(C)c(C#N)c(SCC(=O)N(C)C2CCCCC2)n1,nt,1.4,9%,-2,-30,-2.0,-7,-4,-15
Cn1cccc1C(=O)NS(=O)(=O)c1ccccc1Cl,-7,-0.4,1%,3,-21,25*,12,4,-10
CCOCCCNC(=O)CN1CCN(c2ccc(F)cc2)CC1,-22,-1.1,17%,-7,-8,-3.5,-17,-10,-6
CCOC(=O)NC(Nc1sc2c(c1C(N)=O)CCCC2)(C(=O)OCC)C(F)(F)F (centres undefined),9,-0.3,2%,2,-3,2.2,nt,-8,-9
O=C(CC(C(=O)N1CCc2ccccc21)n1ccnc1)NCc1cccnc1 (centres undefined),-9,0.1,2%,6,-13,-1.2,-5,2,-26
CCOC(=O)Nc1c(C(=O)OC)[nH]c2cc(OC)ccc12,-8,-0.4,9%,9,9,-2.0,31,-7,-6
CCOC(=O)Cn1nc(-c2ccc(C)cc2)ccc1=O,0,-0.3,3%,1,-2,-0.7,-9,-8,-10
Cc1cccc(NC(=O)N2CCC(NC(=O)c3ccccc3C)CC2)c1,-19,1.3,9%,0,5,-1.3,-10,-2,0
CCN1C(=O)C2(C(C#N)=C(N)Oc3n[nH]c(C(C)C)c32)c2ccccc21 (centres undefined),9,-1.6,3%,-11,4,-2.8,-11,0,16
Cc1ccc(S(=O)(=O)N2CCCC(C(=O)NCc3ccccn3)C2)cc1 (centres undefined),-8,-0.1,7%,1,-6,-3.1,0,1,-18
COC(=O)c1ccc(Cl)c(NS(=O)(=O)c2ccc3c(c2)OCCO3)c1,-1,0.2,8%,15,23,0.3,6,-7,38
COc1ccc(N2CCN(CCCNC(=O)CN3CCN(Cc4ccccc4C)C3=O)CC2)cc1,1,0.3,5%,-2,-2,-2.7,6,-25,30
SMILES,Ecoli tolC,HTR1E agonist,NADH coupling,5HT1E antag,SF1 activator,5HT1a ag,5HT1a antag,MMP13 inh,RORA act
Cn1c(N)c(C#N)c2c(c1=S)CSC(C)(C)C2,4,-0.6,7%,12,-17,-4.0,nt,0,-8
CCOC(=O)C1CCCN(c2nc3ccccc3nc2C(C#N)C(=O)OCC)C1 (centres undefined),53,0.9,5%,3,-10,6.2,25,14*,-1
O=C(O)CC(SCc1ccc(C(=O)O)o1)C(=O)O (centres undefined),-1,-0.9,1%,-2,-9,-1.4,nt,0,-1
CC1CC=C2C(C#N)=C(N)C(C#N)(C#N)C(c3cccs3)C2C1 (centres undefined),17,-1.0,14%,20,-9,-3.0,8,-3,-1
CCCCOC(=O)C1=C(C)Nc2ncnn2C1c1cccc(OC)c1 (centres undefined),35,0.2,5%,3,-21,-4.3,2,2,-18
CCOC(=O)c1cc2cc(C)ccc2[nH]1,-15,-0.1,3%,20,48,-0.6,0,-40,30
COC(=O)[C@@H](NC(=O)NCc1cccs1)C(C)C,-11,2.4,7%,14,0,-0.3,-8,4,-6
O=C1NCCCc2nonc21,-19,0.5,2%,-1,-6,-3.0,-3,-4,-16
O=C(OCC(=O)N1CCc2ccccc21)C1=COCCO1,-21,-0.2,2%,-1,2,-2.7,-3,5,4
COc1ccc(CCNC(=O)C2CCN(S(=O)(=O)N3CCCCCC3)CC2)cc1OC,-6,-0.3,7%,-2,-5,-0.2,-7,-11,0
C=CCn1c(SCC(=O)NCc2ccc3c(c2)OCO3)nnc1C1COc2ccccc2O1 (centres undefined),16,0.1,3%,14,14,-3.3,8,0,2
CN1C(=O)N(C)C2(c3ccccc3)N(C)C(=O)NC12c1ccccc1 (centres undefined),-13,0.7,14%,-8,-2,0.4,5,4,11
CS(=O)(=O)Nc1ccccc1C(=O)Nc1ccc2c(c1)OCCO2,4,0.6,3%,-3,15,-6.4,-1,-1,10
CCOc1ccc2ccccc2c1CNCCN1CCOCC1,24,0.0,3%,5,-9,-5.7,40,3,-23
COc1ccc(S(=O)(=O)NCC(c2cccnc2)N2CCN(c3ccccc3OC)CC2)cc1C (centres undefined),21,0.7,2%,-2,-6,1.3,0,3,-2
CC1CCCN(Cc2nc3c(c(=O)n(C)c(=O)n3C)n2Cc2cccc3ccccc23)C1 (centres undefined),14,-0.5,7%,-1,12,0.5,11,2,-18
O=c1c2ccccc2[nH]c(=S)n1CCCN1CCN(C2CCCCC2)CC1,-7,0.2,0%,6,-1,-0.8,7,6,10
CCS(=O)(=O)NCCCCc1ccccc1,-11,-0.7,0%,-11,8,0.2,3,5,5
Cc1cc(=O)oc2cc(NC(=O)C3COc4ccccc4O3)ccc12 (centres undefined),3,0.2,9%,4,-3,-1.5,0,-4,-9
CCOC(=O)C1CCCN(CC(=O)NC2CC2)C1 (centres undefined),-22,0.1,5%,2,-1,22*,-1,1,9
CCOC(=O)C1C(=O)C=C(N2CCOCC2)CC1c1cccc(OC)c1 (centres undefined),-14,-0.8,1%,16,6,-3.0,9,0,17

# Rows were taken by chance; 7.2% or so of the library scored in one or more.
